Compound activity (PubChem BioAssay)
Giardia kill: Small Molecules that selectively kill Giardia lamblia: qHTS. Giardia lamblia trophozoite viability. activity change, % at 7.66 µM, hits read low. actives 0.15% (n = 340,000). AID 540267, 2011; in the data active = activity change below about -80%; inconclusive = between about -30% and that limit;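 also: parasites exposed to compound for two days anaerobically before the ATP read; % is scaled to controls: 0 for no effect and ±100 for the full control effect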
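Compounds were tested on trophozoites seeded at 100 cells/well and held 48 hrs at 37 deg C anaerobically. An ATP-based luminescent kit measured the remaining live cells.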
GALK inh: qHTS Assay for Inhibitors of Human Galactokinase (GALK) | P51570 | Purified GALK, Kinase-Glo residual ATP luminescence | Potency, µM (highest dose often 57.5 µM), for the others: at the top dose activity change, negative = inhibition, hits mostly inhibitors | actives 0.007% (n = 270,000) | AID 1868, 2009; also: potency is read from the fitted curve at half-maximal effect; % is scaled to controls: 0 for no effect and ±100 for the full control effect
Target sequence (P51570 whole entry, looked up): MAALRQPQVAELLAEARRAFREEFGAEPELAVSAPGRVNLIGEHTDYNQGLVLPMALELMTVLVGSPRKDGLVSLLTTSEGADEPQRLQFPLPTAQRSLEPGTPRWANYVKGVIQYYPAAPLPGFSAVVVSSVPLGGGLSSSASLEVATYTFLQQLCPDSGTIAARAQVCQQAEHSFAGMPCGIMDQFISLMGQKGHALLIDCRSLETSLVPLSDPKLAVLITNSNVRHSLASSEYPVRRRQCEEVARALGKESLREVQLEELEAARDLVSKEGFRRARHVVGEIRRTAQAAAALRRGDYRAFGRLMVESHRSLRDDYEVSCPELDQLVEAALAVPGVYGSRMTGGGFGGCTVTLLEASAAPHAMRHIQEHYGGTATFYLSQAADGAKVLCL
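Luminescence from leftover ATP (Ultra-Glo luciferase/luciferin) served as read-out after a 1 h room-temperature reaction of 5 nM GALK with 35 uM ATP and 100 uM galactose.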
a7 integrin act: qHTS for Activators of Integrin-Mediated Alleviation for Muscular Dystrophy. alpha7betagal myoblasts, beta-gal FDG fluorescence, 48 h. Potency, µM (doses to about 38.3 µM), inactives show top-dose activation, usual class: activators. actives 0.064% (n = 350,000). AID 624291, 2012;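 also: potency is read from the fitted curve at half-maximal effect; 100% = response of the positive control SU9516; nearly all actives have a fitted effect of over 60% in size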
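Alpha7betagal+/- myoblasts (passage 13) were plated 16-24 hr, then exposed to compounds (1:260 dilution of DMSO stock) for 48 hours at 37C. After MPER lysis, β-galactosidase reporter activity was read as FDG fluorescence (ex 480/em 540) after 30 minutes.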
Tb PFK inh: qHTS Assay to Find Inhibitors of T. brucei phosphofructokinase | T. brucei PFK, ADP-Glo luminescence | Potency, µM (titrated, usually from 57.5 µM), without a hit: at the highest dose activity, negative = inhibition, usual class: inhibitors | actives 0.17% (n = 330,000) | AID 485367, 2010;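 also: potency is read from the fitted curve at half-maximal effect; 0% = uninhibited 1x PFK enzyme wells and -100% = no-enzyme wells; nearly all actives have a fitted effect of over 60% in size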
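Activity is normalized to no-enzyme wells (full inhibition) and 1.25 nM enzyme wells (no inhibition). Reaction: 0.5 mM F6P, 0.1 mM ATP, 45 min RT, ADP-Glo luminescence; concentration-response curves fitted and classed by quality.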
Menin MLL FP TR: qHTS Assay for Inhibitors Targeting the Menin-MLL Interaction in MLL Related Leukemias: Competition With Texas Red Labeled MLL-derived Mutant Peptide; Menin + Texas Red MLL mutant peptide, fluorescence polarization; Potency, µM (titrated, usually from 61.6 µM), for inactives: top-dose FP activity change, negative = inhibition, usual class: inhibitors; actives 0.23% (n = 270,000); AID 1768, 2009; active = well fitted inhibition curve with a large enough effect in the polarisation, with a control signal flat, not every such curve was filed as active; inconclusive = small, poorly fitted or top-dose-only effect, or effect the other way, or a change in a side signal; inactive = no such curve, though single readings can be large or run the other way; the % refers to the polarisation; also: potency is read from the fitted curve at half-maximal effect; % of control where 0% means no effect; many of its hits are not listed in these tables
PKM2 act: qHTS Assay for Activators of Human Muscle isoform 2 Pyruvate Kinase | Pyruvate kinase PKM (Homo sapiens), P14618 | purified PKM2, Kinase-Glo ATP luminescence, activation; response scale: 0% is enzyme alone, no compound | Potency, µM (doses to about 57.5 µM), for the others: at the highest dose activation, hits mostly activators | actives 0.34% (n = 260,000) | AID 1631, 2009; also: potency is read from the fitted curve at half-maximal effect; % is scaled to controls: 0 for no effect and ±100 for the full control effect; nearly all actives have a fitted effect of over 55% in size
Target sequence (P14618 whole entry, looked up, canonical isoform): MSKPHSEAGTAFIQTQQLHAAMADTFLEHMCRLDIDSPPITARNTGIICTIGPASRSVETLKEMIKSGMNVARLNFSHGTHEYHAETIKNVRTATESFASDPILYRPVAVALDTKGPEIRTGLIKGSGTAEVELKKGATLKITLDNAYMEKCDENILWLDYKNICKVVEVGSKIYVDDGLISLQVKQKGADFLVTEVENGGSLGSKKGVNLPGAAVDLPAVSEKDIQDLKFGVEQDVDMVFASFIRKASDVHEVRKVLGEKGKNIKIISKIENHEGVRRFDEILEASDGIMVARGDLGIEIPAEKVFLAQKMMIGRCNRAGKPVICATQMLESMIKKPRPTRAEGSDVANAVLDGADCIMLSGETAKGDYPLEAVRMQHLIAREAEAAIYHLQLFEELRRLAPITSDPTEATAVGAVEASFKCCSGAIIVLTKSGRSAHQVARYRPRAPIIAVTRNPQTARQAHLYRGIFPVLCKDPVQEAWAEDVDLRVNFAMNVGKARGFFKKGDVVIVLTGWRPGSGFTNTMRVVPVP
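Purified hPK-M2 (>95%) run at intermediate activity with 0.1 mM ADP and 0.5 mM PEP in 50 mM imidazole pH 7.2, KCl, MgCl2; 1 h room temperature. ATP formed read by Kinase-Glo luminescence; normalized to uninhibited and no-enzyme controls.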
TSG101-PTAP inh: qHTS Assay for Iinhibitors of HIV-1 Budding by Blocking the Interaction of PTAP/TSG101; Potency, µM (doses to about 115 µM), without a hit: at the highest dose activity change, negative = inhibition, usual class: inhibitors; Fluorescence polarization, FITC-PTAP peptide / Tsg101 binding; 340,000 tested, under 10 active; AID 493005, 2010; Tumor susceptibility gene 101 protein (Homo sapiens), Q99816; active = well fitted inhibition curve with a large enough effect in the main read-out, with a control signal flat, not every such curve was filed as active; inconclusive = small, poorly fitted or top-dose-only effect, or effect the other way, or a change in a side signal; inactive = no such curve, though single readings can be large or run the other way; also: potency is read from the fitted curve at half-maximal effect; % of control where 0% means no effect
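Fluorescence anisotropy tracks displacement of a FITC-tagged PTAP peptide (50 nM) from the Tsg101 binding domain (10 uM), following a 20 min room-temperature incubation at pH 7.5.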
FBPA coupling cs: qHTS Assay for Inhibitors of Fructose-1,6-bisphosphate Aldolase from Giardia Lamblia: Coupling assay counterscreen; coupling enzyme system counterscreen, AmpLite Red fluorescence; activity change, negative = inhibition, % at 58.2 µM, hits read low; actives 0.67% (n = 290,000); AID 2472, 2010; in the data active = activity change below about -30%; also: % is scaled to controls: 0 for no effect and ±100 for the full control effect
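Final compound at 57.5 uM, incubated 10 min at RT with coupling enzyme reagent (glyceraldehyde-3-phosphate), then 20 min with substrate and AmpLite Red detection. Fluorescence read at 525/598 nm; tests interference with the coupling assay, not aldolase inhibition.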
BCR signal inh: qHTS Assay to Find Inhibitors of Chronic Active B-Cell Receptor Signaling. ABC-DLBCL IkBa-CBG/CBR reporter, luminescence ratio, 4 h. Potency, µM (highest dose often 46.1 µM), for inactives: top-dose ratio change, negative = lower green/red ratio, most hits filed as inhibitors. actives 0.05% (n = 340,000); active = well fitted inhibition curve with a large enough effect in the signal ratio, with a control signal flat, not every such curve was filed as active; inconclusive = small, poorly fitted or top-dose-only effect, or effect the other way, or a change in a side signal; the % refers to the signal ratio;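 also: potency is read from the fitted curve at half-maximal effect; plate controls were basal doxycycline-induced cells for no effect and cells given 10 µM MG132 for full effect; MG132 reads +100%, hits lower the ratio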
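TMD8 ABC-DLBCL cells carrying doxycycline-inducible green luciferase fused to IkappaBalpha plus unfused red luciferase were exposed to compounds (up to 46 uM) for 4 hrs at 37C. Activity came from the overlap-corrected green/red luminescence ratio.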
B2AR arrestin: qHTS assay of beta-arrestin-biased ligands of beta2-adrenergic receptor | Beta-2 adrenergic receptor (Homo sapiens), P07550 | beta-arrestin recruitment to beta2AR, cell-based reporter | Potency, µM (titrated, usually from 46.1 µM), for inactives: at the highest dose activation, usual class: activators | actives 0.02% (n = 330,000) | AID 492947, 2010;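 also: potency is read from the fitted curve at half-maximal effect; 0% = DMSO controls and full agonism = EC100 isoproterenol or metaproterenol; nearly all actives have a fitted effect of over 65% in size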
ASM inhibitor: Inhibitors of Secretory Acid Sphingomyelinase (S-ASM): qHTS. actives 0.006% (n = 340,000). placental ASM, HMU-PC fluorogenic substrate, 60 min. AID 504937, 2011. Potency, µM (doses to about 57.5 µM), for inactives: at the highest dose activity change, negative = inhibition, actives largely listed as inhibitors; also: potency is read from the fitted curve at half-maximal effect
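Human placenta-derived ASM preincubated with compound 10 min at room temperature, then reacted with 9 uM (final) fluorogenic HMU-PC substrate for 60 min at 37 C. Stop solution raises pH to 10; fluorescence read at Ex 386/Em 447 nm.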
Starred values were filed as active, the others as inactive; ? = inconclusive; . = not tested or not shown; [ ] = remark or other dose. Unless noted, calls follow the shape of the dose curve; as a rule, active = well fitted curve in the direction sought with a large enough effect; inconclusive = small, poorly fitted or top-dose-only effect, or another doubt; inactive = no such curve, though single readings can be large; an effect the other way counts as inactive or inconclusive. This is a subset. The share of hits here may be higher or lower than overall.

nr	Structure	Giardia kill	GALK inh	a7 integrin act	Tb PFK inh	Menin MLL FP TR	PKM2 act	TSG101-PTAP inh	FBPA coupling cs	BCR signal inh	B2AR arrestin	ASM inhibitor
1	COc1ccccc1CCNC(=O)C(=O)Nc1cc2c3c(c1)CC(=O)N3CCC2	-10	.	-27%	-1%	.	.	1%	.	-13%	0.1%	0%
2	CCC(=C(c1ccc(OC)cc1)c1ccc(OC)cc1)c1cn(CC(O)CN(CCO)CCO)c2ccccc12 (stereo unspecified)	5	5%	-19%	3%	-5%	0%	-13%	0	?	0.1%	?
3	CN1CCN(C(=O)/C=C\c2ccc(Cl)cc2)CC1	-8	.	24%	-8%	0%	0%	-2%	1	?	-0.7%	0%
4	COc1ccccc1CNC(=O)C1CCN(S(=O)(=O)c2cccc([N+](=O)[O-])c2)CC1	6	0%	-8%	5%	15%	8%	2%	-1	-4%	-0.3%	0%
5	Cc1cnc(CNC(=O)C2CCC(=O)N(Cc3ccc(Cl)cc3)C2)[nH]1 (stereo unspecified)	-2	-3%	-14%	3%	.	1%	-3%	.	6%	-0.1%	.
6	COc1ccc(CCNC(=O)C(=O)NCC2OCCN2S(=O)(=O)c2ccc(Cl)cc2)cc1 (stereo unspecified)	5	.	0%	0%	-24%	0%	-2%	0	4%	0.4%	-1%
7	COc1ccccc1OCCCN1C(=O)C(=O)c2cccc(C)c21	-24	-2%	-20%	-1%	11%	30%	-2%	10	?	-0.3%	-4%
8	CCCCNC(=O)c1ccc2c(c1)ncn2C1CCCC1	6	-2%	16%	0%	-4%	-1%	-5%	2	?	-0.5%	0%
9	Cc1[nH]c2ccccc2c1Cc1nnc(SCc2ccccc2)o1	-7	3%	-13%	-3%	18%	-4%	-1%	-4	6%	0.1%	-16%
10	COc1ccc(CCNc2nc(C)cc(C)n2)cc1OC	5	4%	-7%	-3%	1%	2%	-2%	2	-3%	-0.2%	1%
11	O=C(CSc1ncnc2nc[nH]c12)Nc1ccc(Br)cc1Cl	-10	3%	15%	-1%	.	?	2%	3	-23%	-0.2%	-4%
12	Cc1ccc(S(=O)(=O)Nc2ccc3c(c2)nc2n3CCN(Cc3ccccc3)C2)cc1	-10	-1%	21%[7.66 µM]	3%	-1%	4%	-1%	-1	-5%	-0.1%	12%
13	CCC(C)NC(=O)c1oc2ccc(S(=O)(=O)N3CCC4(CC3)OCCO4)cc2c1C (stereo unspecified)	-3	-4%	26%	0%	-16%	-1%	-1%	2	11%	-0.2%	-4%
14	COCCCNC(=O)C(=O)Nc1ccc2c(c1)N(S(=O)(=O)c1cccs1)CCC2	4	.	5%	6%	.	.	-2%	.	?	0.2%	-2%
15	Cn1ccnc1SCC(=O)NC1CCCCC1	-21	1%	10%	3%	-6%	-16%	0%	0	4%	-0.6%	5%
16	COc1ccccc1CC(=O)Nc1cccc(C(=O)NN2C(=O)c3ccccc3C2=O)c1	-8	0%	-12%	-2%	18%	-3%	-11%	2	?	0.4%	-2%
17	Cc1onc(-c2c(Cl)cccc2Cl)c1C(=O)NCCc1ccc(S(N)(=O)=O)cc1	9	0%	0%	1%	-2%	-15%	0%	-1	19%	-0.2%	1%
18	O=C(Nc1nc(-c2ccc3ccccc3c2)cs1)c1ccc(N2C(=O)CCC2=O)cc1	2	.	-10%	-4%	?	6%	-2%	0	?	-0.9%	4%
19	CCOc1ccc(/C=C2\SC(N3CCCCC3)=NC2=O)cc1	7	5%	0%	-18%	?	.	-4%	-2	-1%	-1.0%	1%
20	Cc1cc(C)n(CCNC(=O)CCc2nnc(CCc3ccccc3)o2)n1	-12	7%	10%	0%	-11%	-6%	-1%	4	5%	0.2%	1%
21	Cc1ccc(S(=O)(=O)N2CCCC2C(=O)Nn2cnnc2)cc1 (stereo unspecified)	-5	0%	19%	-2%	8%	9%	-15%	3	1%	0.3%	2%
22	CC(/C=N/n1c(-c2cc(C)[nH]n2)n[nH]c1=S)=C\c1ccccc1	1	.	-14%	2%	7%	3%	0%	5	3%	0.2%	-12%
23	C#Cc1ccc([C@H]2C=C(C(=O)N3CCN(Cc4ccccc4)CC3)O[C@@H](OCc3ccc(CO)cc3)C2)cc1	-15	-1%	22%	0%	0%	3%	0%	-2	7%	0.0%	-2%
24	O=C(CCCN1C(=O)/C(=C\c2cccs2)SC1=S)NNC(=O)c1cccnc1	13	0%	-29%	?	21%	0%	-6%	4	?	-0.6%	-10%
25	CCCCC(Sc1nc(N)c(NC(=O)c2ccco2)c(=O)[nH]1)C(=O)O (stereo unspecified)	10	5%	-10%	2%	5%	3%	-1%	5	3%	0.5%	3%
26	O=C(Nc1cc(-c2ccccc2)nn1-c1c(Cl)cccc1Cl)c1ccc(F)cc1	-5	.	-8%	9%	.	.	-3%	.	2%	-0.6%	-5%
27	O=C(c1ccccc1)c1ccc(OC(=O)N2CCOCC2)cc1	18	7%	-13%	1%	?	6%	0%	4	0%	-0.5%	-4%
28	CC(C)CNC(=O)NC(=O)COC(=O)c1ccccc1Sc1ccc(C(F)(F)F)cc1[N+](=O)[O-]	-2	2%	-17%	2%	0%	1%	-2%	-3	-5%	-0.5%	-7%
29	CCCn1c2c(c(O)c(C(=O)Nc3nccs3)c1=O)CCCC2	-29	-2%	13%	0%	-8%	-4%	0%	-2	0%	-0.3%	-15%
30	Clc1ccc(-c2cnc(Oc3ccccc3)nc2)cc1	-8	-3%	7%	2%	?	3%	-9%	0	6%	0.3%	-2%
31	CCOC(=O)N/N=C/c1ccc(Oc2ccccc2)cc1	14	-3%	0%	-1%	4%	-7%	0%	0	?	-0.2%	-2%
32	CCN(CC)S(=O)(=O)c1ccc(C(C)NC(=O)C2CCCN2C(=O)c2cccs2)cc1 (stereo unspecified)	-11	.	0%	-1%	.	.	3%	.	4%	0.0%	2%
33	C/C(=N\OCC(=O)NC(C)C)c1cccs1	-18	1%	22%	0%	0%	2%	1%	1	3%	0.1%	4%
34	COCCCNC(=O)/C(C#N)=C/c1c(N2CCN(C)CC2)nc2c(C)cccn2c1=O	6	0%	6%	12%	15%	.	-3%	2	1%	-0.8%	.
35	COCCCNC(=O)/C(C#N)=C/c1cc(C)[nH]c1C	2	0%	?	1%	-1%	2%	1%	0	-7%	-0.4%	6%
36	COC(=O)N1CCN(c2ccc(C)cc2)C(C)C1 (stereo unspecified)	-28	8%	16%	1%	-2%	1%	-6%	1	0%	-0.3%	4%
37	COCCOC(=O)C1=C(C)NC2(O)c3ccccc3C(=O)C12O (stereo unspecified)	5	0%	18%	3%	-4%	5%	-2%	-27	2%	-0.2%	1%
38	COc1ccc2c(=O)c(-c3cnn(-c4ccccc4)c3)c(C)oc2c1	38[activator]	0%	23%	5%	-6%	-2%	-7%	2	?	-0.7%	-18%
39	Cc1c(NC(=S)N/N=C/C=C/c2ccccc2)c(=O)n(-c2ccccc2)n1C	8	.	-1%	-1%	.	?	1%	1	11%	-0.1%	1%
